# Bioassay records from PubChem BioAssay.
# AGP1 TOR yeast – modulators of AGP1-GFP expression in yeast TOR pathway, primary screen, cell-based, multiplex flow cytometry, S. cerevisiae, MLPCN library; 3 h; GFP as percent of DMSO wells; GFP response vs DMSO, % at 10 µM; AID 2066, 2009; actives 0.02% (n = 320,000);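 active means GFP response relative to DMSO above a set limit, near screen average plus 3 SD, cut at about 150% in these data; inconclusive means fewer than 70 cells counted for the yeast strain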;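 further: median GFP channel fluorescence of the gated AGP1 strain per well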
# CIT2-GFP yeast – modulators of CIT2-GFP expression in yeast, primary screen, S. cerevisiae, GFP fusion, multiplex flow cytometry, MLPCN library | S. cerevisiae CIT2-GFP strain, 3 h; 100 means same as DMSO wells | GFP response vs DMSO, % at 10 µM | actives 0.065% (n = 320,000) | AID 2029, 2009;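 active means GFP response relative to DMSO above a set limit, near the screen mean plus 3 SD, cut at about 150% in these data; inconclusive means Fewer than 70 cells measured for a yeast strain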;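 further: ratio of well median GFP fluorescence to mean of DMSO wells on the plate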
# GRK2 inh – compounds blocking aptamer binding on GRK2 – biochemical, human GRK2, bead flow cytometry, HTS, primary screen. Beta-adrenergic receptor kinase 1 (Homo sapiens), P25098. FAM-aptamer displacement from GRK2. inhibition of aptamer binding, % at 10 µM. actives 0.59% (n = 330,000). AID 488847, 2010;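 active means inhibition of aptamer binding above 40%, roughly 3 SD of noise, on plates passing a quality check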;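 further: median bead fluorescence of bound FAM aptamer so fluorescent compounds give negative values; no value below 0 was filed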
# Target sequence (P25098 whole entry, looked up): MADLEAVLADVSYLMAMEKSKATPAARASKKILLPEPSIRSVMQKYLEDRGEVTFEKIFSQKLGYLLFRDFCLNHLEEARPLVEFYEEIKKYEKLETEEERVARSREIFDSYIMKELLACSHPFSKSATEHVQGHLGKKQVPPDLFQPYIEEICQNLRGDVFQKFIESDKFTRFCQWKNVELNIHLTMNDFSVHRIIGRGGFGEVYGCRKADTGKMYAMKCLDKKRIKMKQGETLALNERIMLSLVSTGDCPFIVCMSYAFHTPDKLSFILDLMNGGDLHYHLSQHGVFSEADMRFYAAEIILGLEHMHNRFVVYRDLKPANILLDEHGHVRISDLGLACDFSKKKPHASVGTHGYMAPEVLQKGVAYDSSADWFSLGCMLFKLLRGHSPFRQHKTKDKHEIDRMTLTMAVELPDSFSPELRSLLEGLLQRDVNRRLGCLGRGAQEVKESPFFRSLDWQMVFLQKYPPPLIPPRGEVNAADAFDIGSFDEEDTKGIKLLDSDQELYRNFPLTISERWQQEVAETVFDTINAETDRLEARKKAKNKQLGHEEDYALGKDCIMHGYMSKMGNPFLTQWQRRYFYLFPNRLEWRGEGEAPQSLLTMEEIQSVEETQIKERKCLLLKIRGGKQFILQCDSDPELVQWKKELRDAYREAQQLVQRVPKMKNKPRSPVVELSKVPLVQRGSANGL
# JMJD2C inh – inhibitors of GASC-1 histone demethylase, primary screen, biochemical, fluorescence, DELFIA europium; AID 2099, 2009; GST-JMJD2C(1-420) H3K9me3 demethylation; actives 0.069% (n = 330,000); inhibition, % at 2.35 µM; Lysine-specific demethylase 4C (Homo sapiens), Q9H3R0;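 active means more than half of a compound's replicate wells show inhibition beyond 50%, single wells judged on their own value; inconclusive means some, but no more than half, of replicates pass 50% inhibition; inactive means no replicate passes 50% inhibition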;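 further: signal counts dimethyl H3K9 product captured on neutravidin plate; 0% = median of DMSO wells and 100% = 0.3 times that DMSO median; strong numbers were not always called active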
# Target sequence (Q9H3R0 1-420 limits assumed): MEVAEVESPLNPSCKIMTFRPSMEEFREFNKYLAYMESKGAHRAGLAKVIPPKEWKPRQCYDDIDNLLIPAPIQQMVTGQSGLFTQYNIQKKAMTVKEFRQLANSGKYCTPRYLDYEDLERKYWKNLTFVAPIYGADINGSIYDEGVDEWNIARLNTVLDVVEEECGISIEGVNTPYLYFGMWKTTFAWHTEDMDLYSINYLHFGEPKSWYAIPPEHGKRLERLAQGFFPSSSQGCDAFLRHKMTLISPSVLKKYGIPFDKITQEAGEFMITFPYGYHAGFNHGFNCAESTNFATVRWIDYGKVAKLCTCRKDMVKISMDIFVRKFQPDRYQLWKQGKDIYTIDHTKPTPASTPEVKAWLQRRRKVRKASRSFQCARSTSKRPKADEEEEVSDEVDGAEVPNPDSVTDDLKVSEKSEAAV
# MEP2 TOR yeast – modulators of MEP2-GFP levels in yeast, primary screen, S. cerevisiae, multiplex flow cytometry, MLPCN library | S. cerevisiae MEP2-GFP strain, 3 h; 100% = DMSO control level | GFP response vs DMSO, % at 10 µM | actives 0.51% (n = 330,000) | AID 2016, 2009;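 active means GFP response versus DMSO above a set limit, roughly screen mean plus 3 SD, cut at about 180% in these data; inconclusive means fewer than 70 cells counted for a yeast strain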;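 further: median GFP fluorescence of the barcode-gated MEP2-GFP cells per well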
# LAP4 TOR yeast – modulators of LAP4-GFP expression in yeast, primary screen, S. cerevisiae, multiplex flow cytometry, MLPCN library. 3 h; median GFP as percent of DMSO wells. GFP response vs DMSO, % at 10 µM. actives 0.34% (n = 320,000). AID 2023, 2009;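 active means GFP response vs DMSO above a set limit, about the screen mean plus 3 SD, cut at about 150% in these data; inconclusive means under 70 cell events counted for the yeast strain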
# VLA-4 inh – inhibition in human VLA-4 binding assay, primary screen, VLA-4 allosteric modulator project, MLPCN library, flow cytometry, VLA-4 expressing cells. Integrin alpha-4 (Homo sapiens), P13612. ligand binding flow cytometry. inhibition, % (about 7 µM as worked out from the volumes in the protocol). actives 0.2% (n = 330,000); in the data active means inhibition above about 50%
# RPL19A TOR yeast – RPL19A-GFP expression modulators in yeast, primary screen, cell-based, S. cerevisiae, multiplex flow cytometry, MLPCN; S. cerevisiae RPL19A-GFP strain, 3 h; hits give low values; percent response vs DMSO, % at 10 µM; actives 0.3% (n = 330,000);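 active means percent response vs DMSO below 50%; inconclusive means fewer than 70 events counted for the yeast strain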;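 further: median channel GFP fluorescence of the barcoded RPL19A-GFP strain; ratio of sample median GFP to plate DMSO average so 100% = DMSO; lower means less RPL19A-GFP as with rapamycin TOR inhibition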
# * hit, by the source's call; ? = inconclusive; nt = no result given; & = joins results of further samples; [ ] = dose if it differs, or a comment.
item	mol	AGP1 TOR yeast	CIT2-GFP yeast	GRK2 inh	JMJD2C inh
1	CC(Oc1ccc(Cl)cc1Cl)c1nc(-c2ccc(NC(=O)c3cccnc3)cc2)no1 (stereo not drawn)	101	99	1	-2
2	Cc1ccnc(SCc2ccc(C(=O)O)cc2)n1	104	96	4	-1
3	COCc1cc(C)nc2oc(C(=O)c3ccccc3)c(N)c12	92	108	2	-11
4	CCN(CC)C(=O)CSc1nnc(CCN)o1	103	109	0	23
5	CC(=O)c1ccccc1NC(=O)Cn1c(=O)cnc2ccccc21	99	96	0	6
6	COc1cc2ccc(=O)oc2c(O[C@@H]2O[C@H](CO)[C@@H](O)[C@H](O)[C@H]2O)c1O	?	?	0&0	-1&10
7	CN(C)C=NCCn1c(N2CCOCC2)nc2c1c(=O)n(C)c(=O)n2C	109	99	1	-5
8	CC(C)CNC(=O)c1cccc2c1-c1ccccc1C2=O	96	100	5	11
9	N#Cc1ccc(CN2CCN(C(=O)C3CC(=O)N(c4ccccc4F)C3)CC2)cc1 (stereo not drawn)	101	102	1	1
10	COc1ccc(CN(C(=O)c2oc3ccc(F)cc3c2C)C2CCS(=O)(=O)C2)cc1 (stereo not drawn)	99	95	0	-3
11	COc1ccc(CCNC(=O)CN(c2cc(C)cc(C)c2)S(=O)(=O)c2c(C)noc2C)cc1OC	?	?	0	-3
12	CCN(CC)CCN(C(=O)CCS(=O)(=O)c1ccccc1)c1nc2cc3c(cc2s1)OCO3	100	103	0	0

item	MEP2 TOR yeast	LAP4 TOR yeast	VLA-4 inh	RPL19A TOR yeast
1	96	99	-6	99
2	106	114	40	104
3	102	110	14	104
4	96	101	0	103
5	96	93	-3	104
6	287*[may fluoresce violet]	102&64[may fluoresce violet]	-11&-73	46*[may fluoresce violet]
7	98	104	19	102
8	112	92	7	105
9	100	101	10	96
10	100	106	6	101
11	167[may fluoresce violet]	86[may fluoresce violet]	3	18*[may fluoresce violet]
12	97	97	6	98

# Compound profiles (already shown). Screens in order: AGP1 TOR yeast | CIT2-GFP yeast | GRK2 inh | JMJD2C inh | MEP2 TOR yeast | LAP4 TOR yeast | VLA-4 inh | RPL19A TOR yeast
# `COc1ccc(CCNC(=O)CN(c2cc(C)cc(C)c2)S(=O)(=O)c2c(C)noc2C)cc1OC` in the list: ? | ? | 0 | -3 | 167[may fluoresce violet] | 86[may fluoresce violet] | 3 | 18*[may fluoresce violet]
# `CN(C)C=NCCn1c(N2CCOCC2)nc2c1c(=O)n(C)c(=O)n2C` in the list: 109 | 99 | 1 | -5 | 98 | 104 | 19 | 102

# Next structures follow:
item	mol	AGP1 TOR yeast	CIT2-GFP yeast	GRK2 inh	JMJD2C inh
13	Cc1cc(NC(=O)CCC(=O)N(CC(=O)NC2CCCC2)Cc2cccs2)no1	106	102	0	-3
14	C#CCOCCOCCOCCNc1nc(N2CCN(C(=O)[C@H]([C@@H](C)CC)n3cc(CCCN=C(N)N)nn3)CC2)nc(N2CCN(C(=O)[C@H](Cc3ccc(O)cc3)n3cc(CCO)nn3)CC2)n1	93	103	0	0
15	Cc1c(CC(=O)NCCCC(=O)O)c(=O)oc2cc3c(cc12)CCC(C)(C)O3	103	98	0	12
16	CN(C)c1nc(OCCNC(=O)Nc2ccccc2)nc(N2CCCCC2)n1	96	86	0	-20
17	O=C(N/N=C/C=C/c1ccccc1)c1ccccn1	102	92	2	-9
18	N#Cc1cccc(NC(=O)CSc2nnc(C3CC3)n2C2CC2)c1	99	102	0	2
19	CCCCCN(C(=O)CCC(=O)OCC(=O)N(C)Cc1ccccc1C)c1c(N)n(CCCC)c(=O)[nH]c1=O	109	93	1	-4
20	c1ccc2[nH]c(Cn3nnc4ccccc43)nc2c1	105	104	1	0
21	Cn1c(=O)c2c(nc(SCC(=O)O)n2Cc2cccc(C(F)(F)F)c2)n(C)c1=O	102	105	0	0
22	CC(=O)c1sc(NC(=O)c2cccc3ccccc23)nc1C	92	88	2	-12
23	Cc1cccc[n+]1CC(=O)N1c2ccccc2Sc2ccccc21	98	100	0	-10
24	O=C(N/N=C/c1ccccn1)c1cc(-c2ccc(Br)cc2)nc2ccccc12	97	91	0	-9

item	MEP2 TOR yeast	LAP4 TOR yeast	VLA-4 inh	RPL19A TOR yeast
13	107	110	-6	111
14	93	123	42	102
15	103	95	16	106
16	90	96	14	93
17	94	114	-1	96
18	99	97	2	98
19	101	110	4	101
20	103	91	34	101
21	98	97	5	98
22	93	91	2	91
23	99	95	7	97
24	97	97	-1	103

# Entries from the list above that have an NH in an aromatic ring:
item	mol	AGP1 TOR yeast	CIT2-GFP yeast	GRK2 inh	JMJD2C inh
19	CCCCCN(C(=O)CCC(=O)OCC(=O)N(C)Cc1ccccc1C)c1c(N)n(CCCC)c(=O)[nH]c1=O	109	93	1	-4
20	c1ccc2[nH]c(Cn3nnc4ccccc43)nc2c1	105	104	1	0

item	MEP2 TOR yeast	LAP4 TOR yeast	VLA-4 inh	RPL19A TOR yeast
19	101	110	4	101
20	103	91	34	101

# Additional compounds
item	mol	AGP1 TOR yeast	CIT2-GFP yeast	GRK2 inh	JMJD2C inh
25	O=S(=O)(NCC(c1ccco1)N1CCN(c2ccccc2F)CC1)c1ccc(F)cc1 (stereo not drawn)	107	102	2	6
26	CC(C)OC(=O)c1ccc(S(N)(=O)=O)o1	105	109	1	7
27	CC(CCc1ccccc1)NC(=O)CCC(=O)N1CCC(C(N)=O)CC1 (stereo not drawn)	100	95	1	9
28	Cc1cc(C(=O)CSc2nc(N)cc(=O)[nH]2)ccc1F	101	101	0	0
29	O=C(COc1ccc(Cl)cc1Cl)NNC(=O)c1cccnc1	96	105	1	3
30	CCc1ccccc1NC(=O)CN(C)C(=O)CSc1nnc(Nc2ccc(C)cc2)s1	107	97	0	24
31	Cn1nc(C(F)(F)F)c(C(=O)Nc2ccc(F)cc2F)c1Cl	105	105	47*	-11
32	CCCn1c(=O)[nH]c2ccccc21	104	104	1	1
33	CCCCn1nnc(NC(=O)c2ccc(-c3ccccc3[N+](=O)[O-])o2)n1	94	96	8	-43
34	COc1ccc(CNC(=O)C2CC(=O)N(C3CCCC3)C2)cc1 (stereo not drawn)	98	nt	2	-8
35	CCN1CCN(c2nc(Nc3ccc(C)c(C)c3)nc(N)c2[N+](=O)[O-])CC1	99	101	2	7
36	CCN(CC)C(=O)CSc1nc2ncc(Cl)cc2[nH]1	98	90	0	12

item	MEP2 TOR yeast	LAP4 TOR yeast	VLA-4 inh	RPL19A TOR yeast
25	103	97	10	100
26	110	106	0	107
27	101	101	4	101
28	103	99	-4	98
29	102	97	4	105
30	107	97	-4	100
31	100	102	13	104
32	107	103	-14	104
33	104	103	7	95
34	103	87	6	112
35	102	92	0	102
36	100	101	14	95

# Next section:
item	mol	AGP1 TOR yeast	CIT2-GFP yeast	GRK2 inh	JMJD2C inh
37	Cc1ccc(C(c2nnnn2CS(=O)(=O)c2ccc(C)cc2)N2CCN(c3ncccn3)CC2)cc1 (stereo not drawn)	103	93	0	8
38	NS(=O)(=O)c1ccc(NC(=O)c2ccc(CSc3ccccc3)o2)cc1	105	97	1	4
39	CCN(CC)S(=O)(=O)c1cc(NC(=O)c2cc(-c3ccccn3)nc3ccccc23)ccc1C	94	95	3	4
40	Cc1ccc(S(=O)(=O)N2CCC(c3nc4c(nnn4Cc4ccccc4)c(=O)[nH]3)CC2)cc1	103	106	2	-5
41	O=S(=O)(c1cccc(Br)c1)N1CCN(S(=O)(=O)c2ccc3c(c2)OCCO3)CC1	102	108	5	nt
42	COc1cc(/C=N/n2c(-c3cc(C)[nH]n3)n[nH]c2=S)ccc1O	109	108	0	-1
43	O=C(Cn1cccc1C(=O)c1ccccc1)NCc1ccc(F)cc1	104	108	3	0
44	O=C(C1=C(O)C(=O)N(CC2CCCO2)C1c1cccc(Cl)c1)c1ccco1 (stereo not drawn)	92	92	0	3
45	Cc1cccc(OCC(=O)NNC(=O)C2CCN(c3ncnc4sc(C)c(C)c34)CC2)c1	104	88	1	9
46	CCOc1ccc(NC(=O)CN(C)C(=O)/C=C/c2ccc(S(=O)(=O)N3CCCCCC3)cc2)cc1OCC	108	111	0	-3
47	Cc1ccnc(NC(=O)c2cccc(NC(=O)COc3ccccc3)c2)c1	95	100	0	-12
48	N#Cc1cccc(NC(=O)Cn2cnc(S(=O)(=O)N3CCOCC3)c2)c1	102	99	4	8

item	MEP2 TOR yeast	LAP4 TOR yeast	VLA-4 inh	RPL19A TOR yeast
37	100	96	4	99
38	107	76	-15	112
39	102	94	4	94
40	103	104	9	105
41	101	111	-11	99
42	102	83	4	103
43	98	101	-2	102
44	98	92	6	100
45	92	101	-1	98
46	106	113	1	104
47	98	93	1	97
48	106	107	3	102

# Next compounds follow.
item	mol	AGP1 TOR yeast	CIT2-GFP yeast	GRK2 inh	JMJD2C inh
49	C=CCN1C(=O)C(CC(=O)O)SC1=Nc1ccc(N=Nc2ccccc2)cc1 (stereo not drawn)	96	86	0	2
50	O=C/C(=C\Nc1ccc(S(=O)(=O)CCO)cc1)c1nc2cc(Cl)ccc2o1	100	99	0	10
51	COc1ccc(-n2c(CCc3ccccc3)nnc2SCC(=O)NCc2ccccc2)cc1	94	86	0	-2
52	COCCNS(=O)(=O)c1ccc2c(c1)oc(=O)c1cc(S(=O)(=O)NCCOC)ccc12	96	99	0	-3
53	Cc1ccc(S(=O)(=O)c2c(N)n(/N=C/c3ccco3)c3nc4ccccc4nc23)cc1C	102	95	0	-7
54	O=C(O)CNC(=O)/C(=C/c1cccc([N+](=O)[O-])c1)NC(=O)c1ccco1	102	100	3	7
55	CC(C)(C)OC(=O)NCC12C=CC(O1)C1C(=O)N(Cc3ccccc3)C(=O)C12 (stereo not drawn)	101	99	0	-10
56	O=C(Nc1ccc(F)cc1F)c1cccn1-c1ncc(C(F)(F)F)cc1Cl	95	92	1	?
57	CCOc1ccc(S(=O)(=O)Nc2ccccn2)c2ccccc12	102	nt	1	1
58	CCOC(=O)CCc1c(C)c2ccc(OCc3nn[nH]n3)c(C)c2oc1=O	103	103	1	-4
59	COc1ccccc1NC(=O)CN1C(=O)COc2ccc(S(=O)(=O)N3CCC(C)CC3)cc21	103	105	0	2
60	CCCc1cc(=O)n2[nH]c(-c3cc(OC)c(OC)c(OC)c3)nc2n1	106	98	1	-2
61	CC(C)N(CCCNC(=O)C1CCN(S(=O)(=O)N2CCOCC2)CC1)Cc1ccccc1	96	94	4	2
62	CC(=O)C1=C(O)C(=O)N(c2ccc(O)cc2)C1c1cccc(F)c1 (stereo not drawn)	107	98	0	-7

item	MEP2 TOR yeast	LAP4 TOR yeast	VLA-4 inh	RPL19A TOR yeast
49	96	119	4	95
50	96	94	4	99
51	100	103	4	100
52	101	102	14	97
53	104	98	-3	95
54	102	106	0	100
55	93	98	9	94
56	95	99	3	92
57	97	96	14	99
58	99	96	-63	99
59	105	102	6	100
60	102	104	6	101
61	98	102	5	97
62	97	99	28	102

# Compounds were not picked by outcome, and some 1.7% of all compounds hit somewhere here.
